EPAC2 ag: activates human EPAC2 exchange factor | Q8WZA2 | EPAC2 activation, biochemical qHTS; response scale: 100% = 6.5 mM cAMP response | Potency, µM (top dose mostly 154 µM), for inactives: at the highest dose activation, usual class: activators | actives 0.079% (n = 360,000) | AID 720711; further: potency means the concentration at half of the fitted maximal effect; nearly all actives have a fitted effect of over 50% in size
Target sequence (Q8WZA2 whole entry, looked up): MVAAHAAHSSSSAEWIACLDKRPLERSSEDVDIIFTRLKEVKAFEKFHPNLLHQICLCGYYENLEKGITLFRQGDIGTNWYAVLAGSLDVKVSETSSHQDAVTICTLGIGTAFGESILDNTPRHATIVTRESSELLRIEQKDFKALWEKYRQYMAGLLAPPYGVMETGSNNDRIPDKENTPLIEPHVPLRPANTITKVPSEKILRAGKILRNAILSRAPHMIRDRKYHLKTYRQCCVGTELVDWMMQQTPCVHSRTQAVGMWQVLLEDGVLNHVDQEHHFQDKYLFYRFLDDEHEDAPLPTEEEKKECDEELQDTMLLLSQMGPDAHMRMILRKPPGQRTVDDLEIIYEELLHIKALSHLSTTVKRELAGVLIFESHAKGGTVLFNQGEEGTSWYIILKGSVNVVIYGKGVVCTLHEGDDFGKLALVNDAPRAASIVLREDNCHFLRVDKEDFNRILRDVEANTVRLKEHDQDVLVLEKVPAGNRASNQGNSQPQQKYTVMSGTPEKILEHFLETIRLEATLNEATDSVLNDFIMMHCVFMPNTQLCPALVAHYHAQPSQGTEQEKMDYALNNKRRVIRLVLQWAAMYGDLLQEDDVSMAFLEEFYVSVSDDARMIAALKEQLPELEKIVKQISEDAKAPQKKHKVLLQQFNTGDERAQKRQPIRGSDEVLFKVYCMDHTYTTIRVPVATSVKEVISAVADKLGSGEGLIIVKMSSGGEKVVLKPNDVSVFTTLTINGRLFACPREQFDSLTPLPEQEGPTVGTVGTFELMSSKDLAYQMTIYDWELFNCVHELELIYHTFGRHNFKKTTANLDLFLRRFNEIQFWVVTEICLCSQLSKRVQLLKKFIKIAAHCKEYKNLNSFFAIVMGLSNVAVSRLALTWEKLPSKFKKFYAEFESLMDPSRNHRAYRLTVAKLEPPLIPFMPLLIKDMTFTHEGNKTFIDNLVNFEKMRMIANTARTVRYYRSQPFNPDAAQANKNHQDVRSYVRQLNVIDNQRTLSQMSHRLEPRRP
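Each well held 100 nM EPAC2, 250 nM RAP1B-BODIPY-GDP and 50 uM GDP. Fluorescence, read at 5-min intervals to 30 min, was referenced to a 6.5 mM cAMP positive control.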
A549 viability: kills or reduces viability of A549 cells in Nrf2 counter-screen; Potency, µM (highest dose often 46 µM), for the others: top-dose activity change, negative = cytotoxicity, hits mostly inhibitors; actives 0.16% (n = 390,000); A549 ARE-Fluc cells, CellTiter-Fluor viability, 18-24 h; further: potency means the concentration at half of the fitted maximal effect; on the % scale 0 is the no-effect control and ±100 the full control effect
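A549 ARE-Fluc cells in 5% FBS OPTI-MEM, 5000 cells/well, rested 2 h then exposed to compounds in concentration-response for 18-24 h at 37 °C. Viability by CellTiter-Fluor fluorescence (Ex 405/Em 525) after 30 min; luciferase luminescence (BugLite, 15 min, RT) read afterwards.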
CCT chaperon mod: changes cytosolic chaperonin activity | activity change, % (concentration not given with the values), hits read low | actives 0.3% (n = 360,000) | purified chaperonin ATPase assay, HTRF ADP detection, 30 min; in the data active means activity change below about -30%; further: on the % scale 0 is the no-effect control and ±100 the full control effect
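We incubate TRiC, 40 or 20 nM final, with library compounds at 76 uM and 10 uM ATP for 30 min at 37 °C. ADP formed is detected with Transcreener HTRF reagents after 30 min at room temperature.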
Nrf2 block: blocks Nrf2 signaling | actives 2.1% (n = 360,000) | A549 ARE-Fluc reporter, luciferase luminescence, 18-24 h | Potency, µM (series often up to 46 µM), for inactives: at the top dose activity change, negative = inhibition, hits mostly inhibitors | AID 504444; further: potency means the concentration at half of the fitted maximal effect; on the % scale 0 is the no-effect control and ±100 the full control effect; nearly all actives have a fitted effect of over 60% in size
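Quantitative HTS in A549 cells stably bearing an antioxidant response element-firefly luciferase construct. Inhibition of Nrf2-driven transcription was scored by luminescence after 18-24 h of compound exposure at 37 °C.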
TGFb inhibitor: TGF-b pathway inhibition | Potency, µM (titrated, usually from 46.1 µM), inactives show at the top dose activity, negative = inhibition, most hits filed as inhibitors | AID 588855 | HepG2 CAGA-GFP TGF-b/SMAD3 reporter, GFP fluorescence, 18 h; TGF-beta stimulated, 500 pg/mL final | actives 1.2% (n = 410,000); further: potency means the concentration at half of the fitted maximal effect; on the % scale 0 is the no-effect control and ±100 the full control effect; nearly all actives have a fitted effect of over 65% in size
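Read-out: total well GFP (ex488/em500-530) summed from mean per-cell fluorescence. Cells: HEPG2 CAGA-GFP, 1% FBS DMEM, 18 h at 37 degrees C with 500 pg/mL final TGF-beta. Unstimulated wells served as the full-inhibition control; stimulated DMSO wells = 0%.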
Mm-Cpn inhibitor: inhibitors of Methanococcus maripaludis chaperonin (MmCpn); purified Mm-Cpn ATPase, ADP Transcreener TR-FRET; Potency, µM (top dose mostly 76.9 µM), for inactives: at the highest dose activity, negative = inhibition, usual class: inhibitors; actives 0.031% (n = 330,000); AID 504842; further: potency means the concentration at half of the fitted maximal effect; on the % scale 0 is the no-effect control and ±100 the full control effect; nearly all actives have a fitted effect of over 80% in size
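Measured: ADP formation by purified Mm-CPN. Conditions: 25 nM protein, 10 uM ATP, Tris pH 7.4 with Mg2+, K+ and DTT, 37°C for 30 min. Detection: Transcreener HTRF after 30 min at room temperature.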
Nrf2 ARE act: activators of Nrf2 (ARE) signaling | AREc32 ARE-luciferase reporter (MCF7-derived line), luminescence, 24 h | Potency, µM (series often up to 46.1 µM), for inactives: at the top dose activation, usual class: activators | actives 0.31% (n = 410,000); further: potency means the concentration at half of the fitted maximal effect; % of control where 0% means no effect; nearly all actives have a fitted effect of over 65% in size
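Reporter line AREc32 (ARE-Fluc), seeded overnight in OPTI-MEM with 5% FBS; compound pin-transferred, 24 hr at 37 deg C, 5% CO2; luminescent read-out.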
EPAC2 antagonist: antagonists of human EPAC2 | Q8WZA2 | Potency, µM (titrated, usually from 114 µM), for the others: top-dose activity, negative = inhibition, hits mostly inhibitors | EPAC2 GEF exchange of Rap1B-BODIPY-GDP, fluorescence | actives 0.18% (n = 360,000) | AID 720708; further: potency means the concentration at half of the fitted maximal effect; on the % scale 0 is the no-effect control and ±100 the full control effect; nearly all actives have a fitted effect of over 45% in size; many of its hits are not listed in these tables
Akt phos inh: inhibitors of Akt phosphorylation; Neuro2A IGF-stimulated pAkt S473 HTRF, 20 min; hits give low values; activity change, % for hits at 50 µM; actives 0.32% (n = 360,000); in the data active means activity change below about -80%; inconclusive means mostly about -51% to -80%; further: on the % scale 0 is the no-effect control and ±100 the full control effect
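Neuro2A cells in DMEM with 0.5% FBS, overnight at 37 deg C, given compound at single 50 µM final, then IGF (6 nM final) for 20 min at 37 deg C. Lysed; phospho-Akt Ser473 by HTRF after 24 h, 665/615 ratio.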
* marks the source's active call; other numbers are inactive results; i = inactive; ? = inconclusive; . = no result given; [ ] = remark or other dose. Unless noted, the call rests on the fitted dose curve; in most records, active means well fitted curve in the direction sought with a large enough effect; inconclusive means small, poorly fitted or top-dose-only effect, or another doubt; inactive means no such curve, though single readings can be large; an effect the other way counts as inactive or inconclusive. Not all compounds are listed (hit frequency here may not be typical).

Molecule,EPAC2 ag,A549 viability,CCT chaperon mod,Nrf2 block,TGFb inhibitor,Mm-Cpn inhibitor,Nrf2 ARE act,EPAC2 antagonist,Akt phos inh
Cc1ccc(C(=O)CSc2nnnn2-c2ccccc2)o1,5%,-2%,-2.3,9%,0%,-2%,5.7%,-15%,i
Nc1c(C(=O)NCCN2CCOCC2)c2nc3ccccc3nc2n1-c1cccc(F)c1,17%,4%,-0.8,-26%,?,-5%,0.6%,-23%,i
C#CCN(C[C@@H]1[C@@H](OC(=O)NC2CCCC2)[C@@H](OC(=O)NC2CCCC2)Cn2c(=O)ccc(=O)n21)S(=O)(=O)c1ccc(C)cc1,8%,.,-2.6,.,?,.,-5.7%,2%,i
CC1(C)SC(C)(C)N(C=O)C1C(=O)O (stereo not given),0%,1%,-1.1,-23%,25%,.,0.4%,5%,i
COc1ccc(C2Nc3ccccc3C(=O)N2Cc2ccccc2)cc1OC (stereo not given),-3%,0%,-0.8,-19%,-7%,.,-0.7%,10%,i
CCC1SC2=NC(C)=C(C(=O)OCCOC)C(c3ccc(C(=O)OC)cc3)N2C1=O (stereo not given),-6%,-9%,1.3,4%,-11%,1%,-0.7%,-3%,i
NC(=O)CC(NC(=O)c1ccccc1)c1ccc(N2CCN(c3ccccn3)CC2)c([N+](=O)[O-])c1 (stereo not given),8%,0%,-2.5,-10%,?,-1%,-0.1%,-6%,i
CCOc1ccccc1Nc1nc2ccccc2c2nncn12,.,0%,.,18%,0%,.,21%,.,.
COc1ccc(OC)c(/C=C(\C)C(=O)c2c(C)cc(C)[nH]c2=O)c1,1%,0%,-42*,-14%,8%,.,5.1%,8%,i
O=C(c1ccc2[nH]c(=O)c(=O)[nH]c2c1)N1CCc2ccccc2C1,11%,-3%,-0.7,-4%,28%,-1%,-0.5%,1%,i
Cc1ccccc1NC(=O)C(=O)NCc1ccccn1,4%,-12%,-1.7,-5%,45%[activator],0%,-0.7%,9%,i
COc1ccc(-n2ncc3c2CC(C)(C)CC3NC(=O)C2CCN(C(C)=O)CC2)cc1 (stereo not given),0%,1%,-0.1,21%,1%,2%,-0.3%,2%,i
OCCC1CN(CC2CC2)CCN1Cc1ccc(F)c(F)c1 (stereo not given),6%,2%,-1.8,-14%,2%,0%,0.1%,0%,i
CCOC(=O)c1ccc2c(c1)[nH]c(=S)n2CC,10%,-1%,0.2,?,0%,-22%,18%,-4%,i
O=C1Nc2ccccc2/C1=C/c1ccc([N+](=O)[O-])cc1,4%,-4%,-1.5,9%,0%,-2%,-0.5%,7%,i
COc1ccc(OCCNC(=O)c2ccccc2Cl)cc1,2%,5%,-1.6,6%,6%,1%,0.3%,-4%,i
C=CCn1c(NCc2ccccc2OC)nc2ccccc21,-2%,2%,1.8,-17%,2%,2%,3.8%,-7%,i
O=C(CN(C(=O)c1csnn1)c1ccc(Cl)cc1)NCc1ccc2c(c1)OCO2,11%,-1%,3.6,?,23%,2%,2.3%,11%,i
CN(Cc1ccccn1)C(=O)c1ccc2nc(Cc3cccc(Cl)c3)oc2c1,3%,2%,-1.2,7%,4%,-7%,0.4%,4%,i
COC(=O)C(NC(=O)c1ccccc1)C(C)(C)SCc1ccccc1 (stereo not given),7%,.,-0.2,.,21%,.,-1.0%,-7%,i
O=C(c1ccc(NS(=O)(=O)c2ccc(F)cc2)cc1)N1CCCCC1,-5%,1%,0.4,-22%,-8%,-1%,0.2%,3%,i
O=C(N/C(=C\c1cccnc1)C(=O)N1CCC(O)CC1)c1ccccc1,31%,-6%,-1.5,-13%,1%,-1%,-0.2%,19%,i
O=C1C=C(c2ccc(Br)c3ccccc23)C[C@@H](c2ccc3c(c2)OCO3)C1,9%,11%,-1.4,1%,?,?,5.7%,-27%,i
CCc1ccc(/C=N/n2c(C3CCCCC3)n[nH]c2=S)cc1,15%,3%,-3.0,-27%,?,2%,2.5%,4%,i

Given with values under each structure: 6 of the compounds above
Results follow in this order: EPAC2 ag, A549 viability, CCT chaperon mod, Nrf2 block, TGFb inhibitor, Mm-Cpn inhibitor, Nrf2 ARE act, EPAC2 antagonist, Akt phos inh
CN(Cc1ccccn1)C(=O)c1ccc2nc(Cc3cccc(Cl)c3)oc2c1
→ 3%, 2%, -1.2, 7%, 4%, -7%, 0.4%, 4%, i
COC(=O)C(NC(=O)c1ccccc1)C(C)(C)SCc1ccccc1 (stereo not given)
→ 7%, ., -0.2, ., 21%, ., -1.0%, -7%, i
O=C(c1ccc(NS(=O)(=O)c2ccc(F)cc2)cc1)N1CCCCC1
→ -5%, 1%, 0.4, -22%, -8%, -1%, 0.2%, 3%, i
O=C(N/C(=C\c1cccnc1)C(=O)N1CCC(O)CC1)c1ccccc1
→ 31%, -6%, -1.5, -13%, 1%, -1%, -0.2%, 19%, i
O=C1C=C(c2ccc(Br)c3ccccc23)C[C@@H](c2ccc3c(c2)OCO3)C1
→ 9%, 11%, -1.4, 1%, ?, ?, 5.7%, -27%, i
CCc1ccc(/C=N/n2c(C3CCCCC3)n[nH]c2=S)cc1
→ 15%, 3%, -3.0, -27%, ?, 2%, 2.5%, 4%, i

Continuation.
Molecule,EPAC2 ag,A549 viability,CCT chaperon mod,Nrf2 block,TGFb inhibitor,Mm-Cpn inhibitor,Nrf2 ARE act,EPAC2 antagonist,Akt phos inh
O=C1c2ccccc2NC(c2ccccc2O)N1c1ccc(F)cc1 (stereo not given),9%,1%,-0.5,?,0%,2%,6.7%,-6%,i
Cc1ccc(-c2nc(-c3ccncc3)no2)cc1,15%,0%,0.5,?,0%,1%,3.9%,-4%,i
CC(=O)NC(CCS(C)(=O)=O)C(=O)Nc1ccccc1C (stereo not given),-3%,-14%,-1.2,-16%,11%,0%,-1.1%,-3%,.
O=C(CNS(=O)(=O)c1cccc2nsnc12)NCCc1ccccc1,8%,-5%,1.0,-11%,12%,-22%,-1.1%,-1%,i
Cc1ccc(NC(=O)Cn2c(=O)n(CCCCC(=O)NCCc3ccccc3)c(=O)c3ccccc32)cc1,.,-1%,.,-3%,-27%,.,-0.2%,.,.
O=C1OCC/C1=C\c1ccc2c(c1)OCO2,5%,0%,-0.1,?,12%,2%,0.0%,2%,i
O=C(COC(=O)c1ccccc1Nc1cccc(C(F)(F)F)c1)NCc1ccco1,-20%,3%,-18,-2%,-14%,0%,12%,-7%,i
O=C(O)c1cccc(-n2c(-c3cnccn3)n[nH]c2=S)c1,10%,10%,2.6,-7%,12%,0%,-0.4%,2%,i
COc1ccc(NC(=O)CN(C)CC(=O)N2CC(=O)Nc3ccccc32)cc1,6%,-2%,-2.9,1%,7%,0%,0.5%,2%,i
O=C(c1ccccc1)c1ccc(-n2cnnc2)c([N+](=O)[O-])c1,3%,-9%,1.2,-15%,-13%,-2%,8.1%,-2%,i
O=C(Nc1ncc2c(n1)-c1ccccc1CC2)c1cccs1,2%,-2%,1.4,?,5%,0%,?,-2%,i
O=C(CC(c1ccccc1)c1cc(Cl)ccc1O)N1CCOCC1 (stereo not given),6%,3%,-2.6,-2%,-3%,1%,0.3%,1%,i
CCCN1C(=O)C(O)(CC(=O)c2cccc(OC)c2)c2ccccc21 (stereo not given),8%,-4%,0.1,2%,-3%,-2%,4.4%,9%,i
CCOC(=O)c1c(-c2ccccc2)oc2cc(Br)c(O)c(C=O)c12,-1%,?,1.0,21µM*,0%,?,4.7%,0%,i
COc1ccc(N2CCN(C(=O)CCn3nnc4ccccc43)CC2)cc1,-11%,3%,2.0,2%,?,0%,-0.3%,9%,i
COc1ccccc1C(=O)Nc1ccon1,8%,-7%,-0.8,0%,-4%,-1%,1.0%,0%,i
CCOC(=O)c1[nH]c(C)c(C(=O)N2CCN(C(=O)OCC)CC2)c1CC,11%,13%,-4.2,.,9%,-1%,-0.8%,-6%,i
Cc1onc(NC(=O)c2ccc(Cl)cc2Cl)c1Br,4%,0%,-0.8,2%,-23%,1%,2.3%,-14%,i
OCCc1ccc(NCCc2cccs2)cc1,1%,.,0.3,.,-2%,.,0.4%,14%,i
COc1cccc(COC(=O)CCNC(=O)c2ccc(Cl)cc2)c1OC,-4%,-1%,-2.1,10%,-1%,0%,0.3%,-4%,i
CCCN1CCC(=NNc2ccc(S(=O)(=O)N3CCOCC3)cc2[N+](=O)[O-])CC1,2%,-27%,0.7,20%,0%,-1%,-0.4%,-2%,i
Cc1ccc(N2C(=O)N(CC(=O)NC(c3ccccc3)c3ccccc3)C(=O)C2C)cc1 (stereo not given),11%,-8%,-0.7,.,-35%,3%,0.4%,1%,i
CC(C)(Oc1ccc(Cl)cc1)C(=O)Nc1ccc2oc(-c3ccncc3)nc2c1,3%,4%,0.7,.,-22%,-1%,-0.7%,17%,i
O=C(Cc1cccc2ccccc12)NNC(=O)Nc1ccc(Cl)cc1,0%,-3%,1.4,-20%,-26%,2%,3.5%,3%,i
COc1ccc(N2CCN(C(=O)c3cn(C4CCCCC4)c(=O)c4c3c3ccccc3n4C)CC2)cc1,.,-17%,.,?,?,.,-0.4%,.,.
Cc1nc2ccc(Br)cn2c1C(=O)N/N=C\c1ccccc1Cl,-1%,-3%,0.7,-10%,18%,1%,-0.6%,5%,i
Cc1cc(NCc2ccccn2)n2ncc(-c3ccc(Cl)cc3)c2n1,7%,-15%,-1.6,?,11µM*,-4%,0.5%,-8%,i

High-throughput results from PubChem.
